HTR5A inv ag: HTR5A inverse agonism, opioid heterodimer counter-screen; P47898; HTR5A cell line, luminescence; inhibition, % at 9.3 µM; 340,000 compounds, 0.083% hits; in the data active = inhibition mostly above about 23%, no sharp cut-off; inactive = mostly below about 18%;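 also: 0% = cells with DMSO and 100% = no-cell wells with DMSO; some compounds called inactive have numbers as strong as hits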
Target sequence (P47898 whole entry, looked up): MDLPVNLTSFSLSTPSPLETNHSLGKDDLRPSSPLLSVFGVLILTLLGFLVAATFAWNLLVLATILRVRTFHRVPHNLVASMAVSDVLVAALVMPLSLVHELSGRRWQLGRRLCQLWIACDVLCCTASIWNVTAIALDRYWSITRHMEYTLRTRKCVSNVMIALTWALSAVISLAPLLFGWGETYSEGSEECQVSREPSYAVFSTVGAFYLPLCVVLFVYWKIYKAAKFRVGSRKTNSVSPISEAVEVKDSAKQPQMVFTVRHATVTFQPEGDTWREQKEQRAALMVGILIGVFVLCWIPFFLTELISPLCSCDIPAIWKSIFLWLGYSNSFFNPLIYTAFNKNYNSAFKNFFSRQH
RTF Ca sens inh: cardiac RTF calcium desensitization. P19429+P45379. IANBD-labeled cardiac RTF, Ca2+ fluorescence. inhibition, % at 7.15 µM. 340,000 compounds, 0.12% hits. AID 493244;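 active = inhibition above the mean inhibition of all tested compounds plus 3 SD, cut at about 17% in these data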;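 also: assay run at fixed EC70 calcium of 1.6 mM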
V-ATPase pHluor: regulators of yeast V-ATPase proton transport; S. cerevisiae, pHLuorin cytosolic pH fluorescence; response, % at 10 µM; 350,000 compounds, 0.37% hits; AID 504577; in the data active = response mostly above about 7.3%, no sharp cut-off; inactive = mostly below about 5.4%; also: actives read high; inactives centre near 0; some compounds called inactive have numbers as strong as hits; reference of the scale not given here
HTR5A ag: HTR5A agonism, opioid heterodimer counter-screen. P47898. HTR5A agonist assay, luminescence, cell-based. activation, % at 9.3 µM. 340,000 compounds, 0.61% hits; in the data active = activation mostly above about 9.5%, no sharp cut-off; inactive = mostly below about 7.6%;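 also: 0% = cells with vehicle only and 100% = reference agonist; strong numbers were not always called active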
CAL-PDZ inh HTS: blocks peptide binding to the human CAL PDZ domain; inhibition, % at 24.9 µM; Q9HD26; 300,000 compounds, 0.92% hits; AID 602252; purified CAL PDZ, TMR-peptide fluorescence polarization, 1 h;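 active = mean inhibition of at least 30% with at least half of replicates also reaching 30%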;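 also: 0% = DMSO neutral control and 100% = excess unlabeled competitor peptide PRC23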
OPRM1-OPRD1 ag: OPRM1-OPRD1 heterodimerization agonism; 340,000 compounds, 0.3% hits; activation, % at 9.3 µM; cells, luminescence; in the data active = activation above about 18%;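 also: 0% = vehicle-treated cells and 100% = reference agonist; values of inactives mirror those of a sister screen read the other way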
LANA DNA inh: blocks KSHV LANA C-terminal domain binding to DNA; MBP-C-LANA/FAM-LBS DNA binding, fluorescence polarization; AID 504423; 340,000 compounds, 0.078% hits; inhibition, % at 9 µM;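 active = highest replicate inhibition at or above 60% at 9 µM, even if other replicates fall short; inactive = all replicates below 60% inhibition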;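 also: 0% = neutral control wells and 100% = 4 µM acridine orange control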
cardiac RTF act: cardiac RTF calcium sensitization | IANBD-labeled TnC RTF fluorescence at EC20 calcium; 0% EC20 calcium, 100% full calcium | activation, % at 7.2 µM | 340,000 compounds, 0.24% hits | AID 493008;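 active = activation above the mean over all tested compounds plus 3 SD, cut at about 30% in these data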;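 also: rise in fluorescence read as greater calcium sensitivity of cardiac thin filaments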
Keap1 Nrf2 FP: Keap1-Nrf2 (human) interaction inhibition | Keap1 Kelch-Nrf2 peptide fluorescence polarization, 1536-well | inhibition, % at 9.4 µM | 340,000 compounds, 0.15% hits | AID 504523; in the data active = inhibition above about 12%;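 also: human Keap1 Kelch domain with fluorescein labeled Nrf2 9mer peptide probe; 0% = neutral control wells and 100% = peptide positive control; higher means more block of Keap1 binding to Nrf2 peptide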
Target sequence (Q14145 whole entry, looked up, the tested form may be a part): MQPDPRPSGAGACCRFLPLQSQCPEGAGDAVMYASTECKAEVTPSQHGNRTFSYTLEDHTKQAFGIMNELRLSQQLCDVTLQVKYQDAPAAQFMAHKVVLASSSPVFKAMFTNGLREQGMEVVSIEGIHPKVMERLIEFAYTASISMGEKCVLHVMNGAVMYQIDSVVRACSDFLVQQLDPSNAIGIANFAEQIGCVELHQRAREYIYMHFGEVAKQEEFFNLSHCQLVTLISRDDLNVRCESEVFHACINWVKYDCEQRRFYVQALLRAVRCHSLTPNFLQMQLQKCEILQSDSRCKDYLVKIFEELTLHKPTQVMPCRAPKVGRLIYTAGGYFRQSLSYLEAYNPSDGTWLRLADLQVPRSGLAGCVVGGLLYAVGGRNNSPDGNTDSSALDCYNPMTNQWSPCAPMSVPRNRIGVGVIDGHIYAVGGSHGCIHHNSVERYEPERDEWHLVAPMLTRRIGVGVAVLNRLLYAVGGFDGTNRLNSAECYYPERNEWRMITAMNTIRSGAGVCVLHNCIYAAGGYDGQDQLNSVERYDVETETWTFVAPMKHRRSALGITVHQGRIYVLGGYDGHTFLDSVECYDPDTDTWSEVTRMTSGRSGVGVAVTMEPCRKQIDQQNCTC
MOR-DOR inv ag: mu-delta opioid heterodimer inverse agonism. inhibition, % at 9.3 µM. P35372+P41143. 340,000 compounds, 0.21% hits. cell-based MOR-DOR heterodimer luminescence; in the data active = inhibition above about 22%, passing the limit was not always enough;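 also: 0% = cells with DMSO and 100% = wells without cells with DMSO; values of inactives mirror those of a sister screen read the other way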
* marks the source's active call; other numbers are inactive results; x = not tested or not shown.

SMILES	HTR5A inv ag	RTF Ca sens inh	V-ATPase pHluor	HTR5A ag	CAL-PDZ inh HTS	OPRM1-OPRD1 ag	LANA DNA inh	cardiac RTF act	Keap1 Nrf2 FP	MOR-DOR inv ag
Cc1ccc(NC(=O)c2ccccc2N(C)S(=O)(=O)c2ccccc2)c(C)c1	-22	-8	-4	-2	-4	-1.9	-1.7	2	-6	10
CC(C)[C@H](NC(=O)C1CCC(CNC(=O)[C@@H]2CCCN2C(=O)OC(C)(C)C)CC1)C(=O)O (some centres not stated)	-14	-4	3	4	-1	-3.6	1.3	-4	1	20
Cc1nc(-c2ccc(C(=O)Nc3cccc(F)c3)cc2)cs1	-25	-6	1	6	0	5.0	1.2	-1	3	-25
C(=C\n1nnc2ccccc21)/c1ccc[nH]1	-8	-8	10	0	-5	-1.3	1.6	0	6	7
CC(=O)Nc1c(I)c(C(=O)N[C@H]2C(O)O[C@H](CO)[C@@H](O)[C@@H]2O)c(I)c(N(C)C(C)=O)c1I (some centres not stated)	19	11	3	0	-2	-1.2	2.6	-5	6	7
CC1=NNC(=O)C1Cc1c(Cl)cccc1Cl (configuration not stated)	-14	-2	3	-2	-6	-2.5	-0.3	2	0	13
COc1ccc(-c2noc(CCC(=O)Nc3cc(OC)ccc3OC)n2)cc1	-1	0	-5	1	x	-1.7	0.8	-3	-2	7
CN1C(=O)c2ccc(C(=O)Nc3ccc(Br)cn3)cc2C1=O	9	1	-3	-2	2	-0.9	0.5	-4	1	5
CCC(=O)Nc1cc(C(=O)O)ccc1Sc1ccc(C)cc1	-6	-5	1	2	-1	-3.4	0.0	-3	-4	18
COc1cc(C(=O)NNC(=O)CNC(=O)C2CCCCC2)ccc1OC(C)C	-12	-9	1	3	-4	-1.3	0.7	-2	2	7
Cc1ccc(/C=C2\SC(=S)N(CCCC(=O)N3CCOCC3)C2=O)cc1	-15	-1	1	1	-1	-0.7	0.4	-3	-3	4
Cc1ccc(S(=O)(=O)C(c2ccccc2)c2c(C)noc2C)cc1 (configuration not stated)	-12	1	-1	4	-21	0.1	-0.5	14	-5	0
COc1ccccc1NC(=O)CN1CCN(c2ccc(Cl)cc2)CC1	10	0	-1	-4	1	1.2	-0.6	2	-5	-5
Cc1cc(C(=O)Nc2ccc(S(=O)(=O)Nc3onc(C)c3C)cc2)cs1	7	-3	5	-2	x	-0.9	-1.0	2	-6	5
Cc1ccc2cc(C#N)c(SCC(=O)N3CCCc4ccccc43)nc2c1	3	-6	-6	-2	-4	-0.9	-1.4	3	2	5
CCOc1cccc(CN2CCC(Oc3ccc(C(=O)NCc4ccccn4)cc3)CC2)c1	4	-3	4	-5	-5	1.1	0.2	-4	-3	-6
O=C(NC(=S)N1CCCCC1)c1cccnc1	-29	-21	-1	1	-6	-2.3	0.1	5	7	12
CC1CC(C)CN(C(=O)CSc2nc3ccsc3c(=O)n2Cc2ccccn2)C1 (configuration not stated)	17	-2	-2	0	0	-3.0	-0.5	-3	0	15
Cc1ccc(N(C(=O)CNC(=O)c2ccco2)C(C(=O)NC2CCCC2)c2cccnc2)cc1 (configuration not stated)	-5	-8	0	2	2	-2.8	0.1	-4	2	18
CC(C)(Cc1ccc(O)cc1)NC(=O)SCc1ccccc1	2	-5	1	-1	-4	2.8	-1.2	1	3	-13
CCc1cc(C(=O)N2CCN(S(=O)(=O)c3cc(C)ccc3C)CC2)sc1C	-20	0	-4	8	1	1.6	2.5	-1	4	-6
O=c1cc(/C=C/c2c(F)cccc2Cl)[nH]c2ccccc12	-7	1	-1	2	-6	4.5	0.6	5	2	-26
Cn1c(NN)nc2sc3c(c2c1=O)CC(C)(C)OC3	-8	-3	0	0	-6	1.4	-1.0	0	1	-8
O=C(CSc1nnc(-c2ccc(F)cc2)c2ccccc12)Nc1cccc(Cl)c1	0	-3	-5	0	0	-1.9	0.9	-2	-12	12

Pulled one by one from the entries so far:
SMILES	HTR5A inv ag	RTF Ca sens inh	V-ATPase pHluor	HTR5A ag	CAL-PDZ inh HTS	OPRM1-OPRD1 ag	LANA DNA inh	cardiac RTF act	Keap1 Nrf2 FP	MOR-DOR inv ag
CC(C)(Cc1ccc(O)cc1)NC(=O)SCc1ccccc1	2	-5	1	-1	-4	2.8	-1.2	1	3	-13
O=C(CSc1nnc(-c2ccc(F)cc2)c2ccccc12)Nc1cccc(Cl)c1	0	-3	-5	0	0	-1.9	0.9	-2	-12	12
O=C(NC(=S)N1CCCCC1)c1cccnc1	-29	-21	-1	1	-6	-2.3	0.1	5	7	12
CC1=NNC(=O)C1Cc1c(Cl)cccc1Cl (configuration not stated)	-14	-2	3	-2	-6	-2.5	-0.3	2	0	13
CN1C(=O)c2ccc(C(=O)Nc3ccc(Br)cn3)cc2C1=O	9	1	-3	-2	2	-0.9	0.5	-4	1	5

The list continues:
SMILES	HTR5A inv ag	RTF Ca sens inh	V-ATPase pHluor	HTR5A ag	CAL-PDZ inh HTS	OPRM1-OPRD1 ag	LANA DNA inh	cardiac RTF act	Keap1 Nrf2 FP	MOR-DOR inv ag
c1ccc(-c2nc3ccccn3c2-c2ccccc2)cc1	1	1	-3	0	-6	-2.3	0.7	1	1	11
Cc1ccccc1OCC(=O)OCC(=O)Nc1ccc2c(c1)OCCO2	-12	-4	-1	4	-3	-2.1	-1.7	-4	3	9
Cc1ccc(C(=O)NC(CCc2ccccc2)C(=O)O)cc1 (configuration not stated)	16	-7	2	-4	6	-3.8	1.7	-3	4	19
Cc1cc(NC(=O)c2ccc(Cl)cc2)no1	-14	0	2	5	-16	1.1	1.9	-5	-2	-7
Cc1csc2ncc(C(=O)N(Cc3ccccc3)c3ccccn3)c(=O)n12	-17	-11	1	-3	-3	-0.9	1.1	4	-1	5
COC(=O)CSc1nc2c(c(-c3ccco3)c1C#N)CCCC2	-15	-2	1	-1	x	0.8	-1.2	2	-2	-5
Cc1ccc(S(=O)(=O)/N=C/c2ccco2)cc1	-27	-7	1	10	0	-1.0	-0.1	5	-1	5
COc1ccccc1-c1cccc([C@@H]2C[C@H]3[C@H](CON3C)CN2Cc2ccccc2)c1	-6	-8	0	2	1	0.8	-2.1	5	0	-4
CCc1nnc(NC(=O)Cn2nnc(-c3ccccc3F)n2)s1	13	-4	3	-6	-9	1.0	-0.9	6	-2	-6
COCc1c(C(N)=O)nnn1-c1nonc1N	0	-19	5	1	-2	1.4	0.1	-2	-3	-8
CCCN(CC(=O)Nc1c(C)cccc1CC)C(=O)SCC	-11	3	-4	5	-2	-4.5	-1.7	0	0	22
N=C1C(c2ccccc2)=C(O)CN1NC(=O)c1ccccc1	12	-42	4	2	0	-2.2	-0.2	2	1	14

Sorted by the number under LANA DNA inh (highest first): some entries from above
| smiles | V-ATPase pHluor | CAL-PDZ inh HTS | OPRM1-OPRD1 ag | LANA DNA inh | Keap1 Nrf2 FP | MOR-DOR inv ag |
| --- | --- | --- | --- | --- | --- | --- |
| CCOc1cccc(CN2CCC(Oc3ccc(C(=O)NCc4ccccn4)cc3)CC2)c1 | 4 | -5 | 1.1 | 0.2 | -3 | -6 |
| N=C1C(c2ccccc2)=C(O)CN1NC(=O)c1ccccc1 | 4 | 0 | -2.2 | -0.2 | 1 | 14 |
| COc1ccccc1NC(=O)CN1CCN(c2ccc(Cl)cc2)CC1 | -1 | 1 | 1.2 | -0.6 | -5 | -5 |
| COc1ccccc1-c1cccc([C@@H]2C[C@H]3[C@H](CON3C)CN2Cc2ccccc2)c1 | 0 | 1 | 0.8 | -2.1 | 0 | -4 |

Going on with the list:
SMILES	HTR5A inv ag	RTF Ca sens inh	V-ATPase pHluor	HTR5A ag	CAL-PDZ inh HTS	OPRM1-OPRD1 ag	LANA DNA inh	cardiac RTF act	Keap1 Nrf2 FP	MOR-DOR inv ag
CCS(=O)(=O)c1nc(S(=O)(=O)c2ccc(C)cc2)c(NCc2ccccn2)s1	-5	-5	0	2	-2	-2.8	-0.6	5	-4	13
Cc1cc2ccccc2nc1Br	-21	4	-1	-3	2	-2.4	0.3	6	5	13
COc1ccccc1S(=O)(=O)c1ccccc1[N+](=O)[O-]	4	-3	6	-2	0	-2.5	-0.8	-3	-2	13
Cc1ccc(NC(=S)NCc2ccc(S(N)(=O)=O)cc2)cc1Cl	1	12	0	0	13	0.5	-0.1	-3	1	-2
CC1=NN(C(=O)Cn2nc([N+](=O)[O-])cc2C)C(O)(C(F)(F)F)C1 (configuration not stated)	10	12	1	-2	-5	-1.9	-1.0	-3	3	9
COC(=O)c1cn(NC(=O)Cc2c(F)cccc2Cl)c(=O)c2ccccc12	5	-10	1	3	-5	2.0	0.5	6	0	-9
CCC(CO)n1c(SCc2cc(=O)oc3cc(C)ccc23)nc2ccccc2c1=O (configuration not stated)	-12	6	2	5	-6	-0.1	1.1	8	-10	0
O=C1C=C(C2CCCCC2)C(=O)c2ccccc21	-7	3	5	2	-2	11	-1.0	-3	-1	-48
COC(=O)CCC(=O)OC1(C)C(=O)C=C2C=C3CCCN3C=C2C1=O (configuration not stated)	-8	-4	-7	9	-1	5.0	8.2	1	-3	-27
CC(C)(C)/C(O)=C(/C#N)c1nc2ccccc2[nH]1	7	-7	-3	-3	x	0.3	-1.4	-1	-3	-1
C=CCS/C(=N\n1cnc2ccccc2c1=O)N(CC)CC	-25	1	-1	0	-2	-1.2	1.1	2	-3	7
COC(=O)CCC/C=C1/SCC(NC(=O)c2ccccc2)C1=O (configuration not stated)	-15	-12	2	-1	-8	-5.6	-3.2	-7	-2	33*
O=C1CC(c2ccccc2)=NN1c1ccccc1	-12	-4	-2	3	x	-1.6	-1.4	-8	-5	9
CCOC(=O)c1cccc(NC(=O)CCNS(=O)(=O)c2ccc3c(c2)CCN3C(=O)CC)c1	-12	-1	-1	3	2	-1.0	0.7	-1	-5	5
COc1cccc(S(=O)(=O)c2nc(C)c3c(n2)CCC3)c1	-1	0	0	1	x	-0.9	0.2	-4	-1	5
Oc1c(Cl)cc(Cl)cc1/C=C/c1ccc2cccc(O)c2n1	1	-31	2	5	0	3.8	-1.2	9	0	-18
C/C(=N\NC(=O)c1ccc(N(C)C)cc1)c1ccc(C)c(C)c1	5	-1	0	3	-5	-4.0	-0.8	-1	3	21
Cc1nn(S(=O)(=O)c2ccccc2)c(C)c1Sc1ccc([N+](=O)[O-])cc1	15	0	5	-2	0	2.3	-0.1	6	-1	-13
CCN(CCO)Cc1csc2ccc(Cl)cc12	-6	-17	3	2	-5	-2.3	1.4	0	-4	14
Cc1ccc(C)c(NC(=O)CCN2C(=O)C3CC=CCC3C2=O)c1 (configuration not stated)	5	3	3	-2	3	-0.6	-1.0	0	-5	2
COc1ccc(N2C(=O)CC(Sc3ncccc3C(=O)O)C2=O)cc1 (configuration not stated)	10	-5	-3	-3	-10	-2.6	-0.7	-2	-3	12
Cc1ccc(NC(=O)C(=O)NCCc2c[nH]c3ccccc23)cc1C	9	-3	-2	-2	-3	6.2	1.7	-1	-3	-32
O=C1C(Cl)=C(NS(=O)(=O)c2ccc([N+](=O)[O-])cc2)C(=O)c2ccccc21	0	10	-3	0	-7	-1.4	-2.1	-2	20*	8
Cn1ncc2c(NNC(=O)c3ccccc3Cl)ncnc21	10	-6	2	-2	4	-3.0	-1.2	-3	-1	13
CC(C)c1ccc(-c2cc(C(=O)N3CCOCC3)c3cc(Br)ccc3n2)cc1	-6	-3	4	1	14	1.5	-0.8	-3	-5	-8
